# Source: PubChem
# EphA4 KYL inhibition – inhibitors of EphA4 binding to KYL peptide, primary screen, biochemical, colorimetric, mouse EphA4 (AID 689); Ephrin type-A receptor 4 (Mus musculus); EphA4-AP binding to KYL peptide, pNPP A405; higher % means a stronger effect; 62,000 tested, 0.1% active; inhibition, % at 10 µM, or IC50 in µM where a hit was titrated; in the data active means a potency from the dose series; inactive means the rest, 99 in 100 with inhibition below about 22%
# Active calls of the source: *. Some of the compounds tested, so the mix of outcomes need not match the whole.
SMILES,EphA4 KYL inhibition
COCCCN1C(=O)c2ccc(C(=O)Nc3ccc(OC)cc3OC)cc2C1=O,-3%
CCn1c(CNc2ccccc2Cl)nnc1SCC(=O)OC1CCCCC1,3%
COC(=O)c1c(NC(=O)C2c3ccccc3Oc3ccccc32)sc(C)c1C,1%
CCOC(=O)CSC1=C(C#N)C(c2ccccc2)C(C(C)=O)=C(C)N1 (stereo not drawn),-2%
O=C(O)CC(C(=O)O)P(=O)(c1ccccc1)c1ccccc1 (stereo not drawn),-3%
CN(C)/C=C1\C=C(c2ccccc2)OC1=O,8%
COc1cccc2cc(C(C)N(CCCN3CCOCC3)C(=O)Nc3ccccc3)oc12 (stereo not drawn),13%
CCOc1ccc(OCC)c(NC(=O)C2COc3ccccc3O2)c1 (stereo not drawn),-35%
CCN=c1scc(C)n1/N=C/c1ccc(O)c(O)c1O,43%
Cc1cccc(OCCCCCn2ccnc2)c1,-12%
CCOC(=O)C1C(=O)NC(SC)=C(C#N)C1c1ccccc1F (stereo not drawn),-5%
Cc1ccc(S(=O)(=O)N[C@H](C(=O)N2CCC(C(=O)N3CCC[C@H]3C(=O)O)CC2)C(C)C)cc1,-6%
NC1=NC(=O)/C(=C\c2ccc(S(=O)(=O)O)cc2)S1,0%
Cn1nc(C(F)(F)F)c(C(=O)Nc2ccc(F)cc2F)c1Sc1cccc(Cl)c1,-27%
Cc1onc(-c2ccccc2)c1C(=O)N1CCCc2ccccc21,-6%
CCN(CC)S(=O)(=O)N1CCC(C(=O)NC2CCCC2)CC1,-16%
Clc1ccc2nc(CN3CCCCCC3)cn2c1,6%
CN1CCN(CCCNC(=O)c2ccc3c(c2)N(Cc2ccccc2)CCS3)CC1,-5%
COc1c(S(=O)(=O)N2CCN(c3ccc(F)cc3)CC2)ccc(Cl)c1Cl,-2%
CC(C)CCn1c(S(=O)(=O)O)nc2ccccc21,-8%
CCCCn1c(SCC(N)=O)nc2ccc(N3CCOCC3)cc2c1=O,0%
COc1ccc(NC(=S)Nc2ccccc2F)c(OC)c1,-26%
CCOc1cc(CNCCO)c(Cl)cc1OCC(=O)NCCc1ccccc1,-5%
CCCc1[nH]nc2c1C(/C(C)=C/c1ccccc1)C(C#N)=C(N)O2 (stereo not drawn),-9%
CC(=O)N1C(=O)C(=C2C=C(C)OC(C)=C2)c2ccccc21,-8%

# Rewritten with bars between the fields: entries from further up
compound | EphA4 KYL inhibition
COCCCN1C(=O)c2ccc(C(=O)Nc3ccc(OC)cc3OC)cc2C1=O | -3%
CCn1c(CNc2ccccc2Cl)nnc1SCC(=O)OC1CCCCC1 | 3%
COC(=O)c1c(NC(=O)C2c3ccccc3Oc3ccccc32)sc(C)c1C | 1%
CCOC(=O)CSC1=C(C#N)C(c2ccccc2)C(C(C)=O)=C(C)N1 (stereo not drawn) | -2%
O=C(O)CC(C(=O)O)P(=O)(c1ccccc1)c1ccccc1 (stereo not drawn) | -3%
CN(C)/C=C1\C=C(c2ccccc2)OC1=O | 8%
COc1cccc2cc(C(C)N(CCCN3CCOCC3)C(=O)Nc3ccccc3)oc12 (stereo not drawn) | 13%
CCOc1ccc(OCC)c(NC(=O)C2COc3ccccc3O2)c1 (stereo not drawn) | -35%
CCN=c1scc(C)n1/N=C/c1ccc(O)c(O)c1O | 43%
Cc1cccc(OCCCCCn2ccnc2)c1 | -12%
CCOC(=O)C1C(=O)NC(SC)=C(C#N)C1c1ccccc1F (stereo not drawn) | -5%
Cc1ccc(S(=O)(=O)N[C@H](C(=O)N2CCC(C(=O)N3CCC[C@H]3C(=O)O)CC2)C(C)C)cc1 | -6%
NC1=NC(=O)/C(=C\c2ccc(S(=O)(=O)O)cc2)S1 | 0%
Cn1nc(C(F)(F)F)c(C(=O)Nc2ccc(F)cc2F)c1Sc1cccc(Cl)c1 | -27%
Cc1onc(-c2ccccc2)c1C(=O)N1CCCc2ccccc21 | -6%
CCN(CC)S(=O)(=O)N1CCC(C(=O)NC2CCCC2)CC1 | -16%
Clc1ccc2nc(CN3CCCCCC3)cn2c1 | 6%
CN1CCN(CCCNC(=O)c2ccc3c(c2)N(Cc2ccccc2)CCS3)CC1 | -5%
COc1c(S(=O)(=O)N2CCN(c3ccc(F)cc3)CC2)ccc(Cl)c1Cl | -2%
CC(C)CCn1c(S(=O)(=O)O)nc2ccccc21 | -8%

# (next part)
SMILES,EphA4 KYL inhibition
COCCN1C(=O)c2oc3ccccc3c(=O)c2C1c1cccc(O)c1 (stereo not drawn),-2%
O=C(CCN1C(=O)C2C3C=CC(C3)C2C1=O)Nc1ccc2ncccc2c1 (stereo not drawn),3%
CC(=O)c1c(C)[nH]c(C(=O)COc2cc(C)cc(C)c2)c1C,-12%
COCCNC(=O)c1c(N)n(-c2ccccc2)c2nc3ccccc3nc12,-2%
COc1ccc(C(=O)Nc2ccc(NC(=O)c3cnccn3)cn2)cc1,-11%
COc1ccc(-c2nn(-c3ccccc3)cc2/C=c2\sc3nc(-c4ccc(C)cc4)nn3c2=O)cc1,-1%
CCNc1nc(NC(C)C)nc(NS(=O)(=O)c2ccc(Cl)cc2)n1,-10%
COc1ccc(CNC(=O)CSc2ncnc3nc[nH]c23)cc1,5%
Cc1ccc(C)c(-n2c(SCC(N)=O)nnc2-c2ccccn2)c1,-23%
COc1cccc(C2C3(C#N)C(N)=NC(OC)(OC)C23C#N)c1 (stereo not drawn),-22%
COc1cccc(C2=NOC(C(=O)NCc3ccccc3)C2)c1 (stereo not drawn),-9%
CCOc1ccc(NC(=O)c2cccc(C(F)(F)F)c2)c([N+](=O)[O-])c1,-15%
NC(=O)c1cccc(S(=O)(=O)N2CC(c3ccccc3)CC2=O)c1 (stereo not drawn),-2%
COc1ccccc1Nc1nc(N)nc(CN2CCOCC2)n1,0%
Cc1ccc(C2=NOC(=O)/C2=C\C=C\c2ccccc2)cc1,7%
COc1ccc(C(=O)OCC(=O)Nc2ccc(F)c(F)c2)cc1OC,-10%
Cc1ccc2cc(C3=C/C(=C/c4ccccn4)C(=O)O3)ccc2c1,21%
CC1CCCCC12NC(=O)N(Cn1nnc3ccccc3c1=O)C2=O (stereo not drawn),-4%
O=C(O)c1cnn2c(C(F)(F)F)cc(-c3ccccc3)nc12,2%
O=c1oc2cc(OC/C=C/c3ccccc3)ccc2c2ccccc12,-3%
CCOC(=O)c1ccc(NC(=O)C(=O)NCC2CCCO2)cc1 (stereo not drawn),-2%
CCCn1c(=O)c(C(=O)NCc2cccnc2)c(O)c2ccccc21,-7%
COc1ccc(C(=O)OCCN2CCOCC2)cc1OC,0%
Cc1ccc(NC(=O)CN(C)C(=O)CSc2nc3ccccc3o2)cc1,-10%
CCC(=O)Nn1c(C)nnc1C,-17%
SMILES,EphA4 KYL inhibition
Cc1ccc2c(c1)N(CC(=O)N1CCCCCC1)C(=O)CO2,-1%
COC(=O)COc1cccc(-n2cnnn2)c1,-36%
C=CCN1CCN(C(CC(C)C)c2nnnn2CCOC)CC1 (stereo not drawn),-12%
Clc1ccc(/C=C/c2nc3ccccc3[nH]2)c(Cl)c1,-8%
O=C(CSc1nn(-c2ccc(Cl)cc2)c(=S)s1)N1CCN(C(=O)c2ccco2)CC1,-7%
CN(C(=O)c1cccc(C#N)c1)c1nnc(-c2ccncc2)s1,-8%
Cc1ccccc1NC(=O)c1c(NC(=O)Cc2ccccc2)sc2c1CCCCC2,-8%
CCC(=O)Nc1c2c(nn1-c1ccc(OC)cc1)CS(=O)C2 (stereo not drawn),-2%
CN(C)c1ccc(C(=O)NCc2ccc(S(N)(=O)=O)cc2)cc1,6%
O=C(Nc1ccc(F)cc1F)N1CCN(C/C=C/c2ccccc2)CC1,-4%
Cc1ccc(Nc2cc(C)nc(-c3ccccc3O)n2)cc1,-2%
CN(C)C(=O)c1cc([N+](=O)[O-])cc([N+](=O)[O-])c1N(C)C,-1%
CCN1/C(=C2\OC(=S)N(C)C2=O)Sc2ccccc21,2%
CCOc1ccc(-c2nc(=S)[nH][nH]2)cc1,-2%
Cc1nnsc1NC(=O)OCC(C)C,4%
O=C1NC(=S)S/C1=C/c1ccc(OCc2ccc(Cl)cc2)cc1,4%
CC(C)c1ccc(C2C(C#N)=C(N)N3C(=C2C#N)Sc2ccccc23)cc1 (stereo not drawn),45%
CC1(C(=O)c2ccccc2)C2c3c(ccc4ccccc34)OC(=O)C21C(=O)N1CCOCC1 (stereo not drawn),-15%
O=C(CSCc1c(Cl)cccc1Cl)NN1C(=O)c2ccccc2C1=O,-7%
COC(=O)c1cn(-c2ccccc2)nc1C(=O)OC,-7%
COc1cccc(N2C(=O)C3ON(c4ccccc4)C(c4cccs4)C3C2=O)c1 (stereo not drawn),-7%
COc1ccc2c(c1)CC(C1(O)C(=O)N(C)c3ccccc31)C2=O (stereo not drawn),-8%
CCNC(=S)NNC(=O)c1cccc(Br)c1,-2%
COc1ccc(-n2nnnc2SCC(=O)c2ccc(OC)c(OC)c2)cc1,-10%
COc1ccc(OC)c(C(=O)CSc2nc3ncccc3[nH]2)c1,2%
SMILES,EphA4 KYL inhibition
Cc1ccc(C)n1-c1nccc(-c2cccs2)n1,-2%
C=C(C)c1ccccc1NC1=NS(=O)(=O)c2ccccc21,1%
O=C(COC(=O)CN1C(=O)C2CC=CCC2C1=O)Nc1cc(C(F)(F)F)ccc1N1CCOCC1 (stereo not drawn),0%
Cc1ccc2cc(CN(CC3CCCO3)S(=O)(=O)c3cccc4nsnc34)c(=O)[nH]c2c1 (stereo not drawn),-14%
COc1ccc(-n2ccnc2SCC(=O)Nc2ccccc2)cc1,-31%
CC(=O)Nc1ccnc(-c2cccnc2)n1,-11%
O=C(N/C(=C/c1ccc2c(c1)OCO2)C(=O)N1CCOCC1)c1cccs1,-10%
CN(CCO)C(=O)c1cccc2c1-c1ccccc1C2=O,-6%
CN(CC(=O)NCCN1CCN(Cc2ccccc2)CC1)S(=O)(=O)c1cccc2nsnc12,-2%
CCOC(=O)C1=C(C)N=c2s/c(=C\c3ccc(Br)o3)c(=O)n2C1c1ccc(F)cc1 (stereo not drawn),-8%
C=CCN1C(=O)C(O)(CC(=O)c2ccc(Cl)cc2)c2ccccc21 (stereo not drawn),2%
CCOC(=O)c1c(C)sc2c1N(C(=O)CCl)c1cc(Cl)ccc1S2,6%
COCCNC(=O)Cn1ncc2ccsc2c1=O,-6%
Cc1ccc(NC(=S)NCc2ccccn2)cc1,-1%
O=C(CSc1nnc(-c2ccc(Cl)cc2)n1Cc1ccco1)Nc1ccc2c(c1)OCCO2,-3%
CCOc1cccc(C(=O)Nc2nnc(C(c3ccccc3)c3ccccc3)s2)c1,-9%
CC1CCN(S(=O)(=O)c2cc(Br)cc(C(=O)NC3=NCCS3)c2)CC1,-5%
CC1CCN(CCOCCOc2ccc(Cl)cc2Br)CC1,2%
C=CCn1c(SCCN2C(=O)c3ccccc3C2=O)nc2scc(-c3ccccc3)c2c1=O,-9%
CCN(Cc1ccccc1)C(=O)c1ccc([N+](=O)[O-])cc1,2%
O=C(NCCNc1c(Cl)cccc1[N+](=O)[O-])c1cc(F)c(F)cc1Cl,-3%
CCOc1cc(/C=C2/SC(=S)NC2=O)cc(Br)c1OCc1ccc(F)cc1,-18%
COC(=O)C1=C(C)N(C(C)C)C(=O)C1(NC(C)=O)C(F)(F)F (stereo not drawn),8%
COc1cccc2[nH]c3c(N4CCC(C(N)=O)CC4)ncnc3c12,-3%
CCCCOC(C)n1cc(Cl)c(=O)[nH]c1=O (stereo not drawn),0%
SMILES,EphA4 KYL inhibition
O=C(/C=C/c1cccnc1)c1ccc(NC(=O)c2cccc(Br)c2)cc1,-10%
Cn1c(C(=O)N2CCc3ccccc3C2)cc2c(=O)n3ccccc3nc21,-14%
Cn1c(Cn2nnc3ccccc32)nnc1SCC(=O)c1ccc(F)cc1,-6%
CCCCNC(=O)CN1C(=O)NC2(CCCc3ccccc32)C1=O (stereo not drawn),-3%
COC(=O)c1nc2ccc(C)cn2c1F,3%
COC(=O)C1=C(C)N=c2s/c(=C\c3ccc(F)cc3)c(=O)n2C1c1ccccc1 (stereo not drawn),-6%
N#Cc1nc(COc2ccc(Br)cc2)oc1NCCN1CCOCC1,6%
CC(C)c1nnc(NC(=O)CCC(=O)Nc2ccc(F)cc2)s1,-4%
CCCC1(C)Nc2ccccc2-c2nc3ccccc3n21 (stereo not drawn),-10%
Oc1ccccc1-c1nnc(SCCN2CCOCC2)n1Cc1ccccc1,-13%
OC(COCc1cccs1)CN1CCN(c2ccccn2)CC1 (stereo not drawn),-17%
O=C(NC1(C(F)(F)F)N=C(c2ccccc2)NC1=O)c1ccc(Cl)cc1Cl (stereo not drawn),-7%
COc1ccc(C(=O)Nn2c(SCC(=O)c3ccccc3)nc3ccccc3c2=O)cc1,-2%
Cc1ccc(-n2nnnc2-c2cnc3ccc(Cl)cc3c2-c2ccccc2)cc1,-14%
COCCNS(=O)(=O)c1ccc(C2CNC(=O)C2)cc1 (stereo not drawn),-14%
O=S(=O)(Nc1cccc(CCc2ccccn2)c1)c1ccc2ccccc2c1,-2%
CCc1ccc2nc(N3CCN(C)CC3)c(C#N)cc2c1,-7%
COc1ccccc1CNC(=O)CCC(=O)Nc1nnc(C(C)C)s1,0%
O=C(Cn1cnc2ccccc21)NC(c1ccccc1)c1ccccc1,-16%
CC(=O)N1N=C(c2ccc(Cl)cc2)OC1c1ccc(C(C)C)cc1 (stereo not drawn),4%
O=C(Nc1nc2c(s1)C(=O)CCC2)c1ccccc1Cl,-8%
CCOCCOC(=O)c1ccc(NC(=O)c2ccncc2)cc1,0%
Cc1cccc(CSc2nnc(NC(=O)c3ccco3)s2)c1,-14%
CCOc1ccccc1NC(=O)C(N)=O,-9%
COc1ccc(C(C(=O)NC2CCCC2)N(C(=O)c2snc(-c3ccc(F)cc3)c2N)c2ccc(OC)cc2)cc1 (stereo not drawn),-18%
SMILES,EphA4 KYL inhibition
COc1ccc(OC)c(-n2nnnc2SCC(=O)Nc2ccc3c(c2)OCCO3)c1,5%
O=C(NC12CC3CC(CC(C3)C1)C2)N1CCN(c2nc(-c3ccccc3)cs2)CC1,-14%
CC(C)C(NS(=O)(=O)c1ccccc1[N+](=O)[O-])C(=O)Nc1cccc2ccccc12 (stereo not drawn),1%
O=C(Nc1sc2c(c1C(=O)O)CCCCC2)c1ccco1,-2%
O=C(NCc1cccc(F)c1)C1CCN(S(=O)(=O)Cc2ccccc2)CC1,-11%
O=C(NCc1nc2ccccc2[nH]1)c1cc2ccccc2oc1=O,-3%
CC(=O)Nc1ccc(S(=O)(=O)n2cnc(C)c2)cc1,6%
